Screens: PubChem, several laboratories
PKA inh: blocks human protein kinase A activity. PKA Kemptide phosphorylation, Kinase-Glo ATP luminescence. inhibition, % at 6 µM. 0.1% of 65,000 active;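 active = inhibition above the screen-wide mean inhibition plus 3 SD, cut at about 21% in these data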; also: many of its hits are not listed in these tables
HEK293 NFkB inh: lowers PMA/ionomycin-induced NF-kB signal in HEK293 cells | HEK-293 NF-kB luciferase reporter, luminescence | inhibition, % at 3 µM | 0.21% of 62,000 active;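 active = inhibition above the mean of all tested compounds plus 3 SD, cut at about 40% in these data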;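 also: 0% = stimulated DMSO wells and 100% = 10 µM reference inhibitor 5653914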
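System – HEK-293 cells with stable firefly luciferase reporter driven by four HIV NF-kB elements · Doses – one dose, 3 µM · Schedule – 1 h compound pre-incubation, 16 h PMA/ionomycin at 37 °C · Technique – luminescence from luciferase substrate reagent · Measure – percent inhibition normalized per plate to DMSO and reference-inhibitor controls · Replicates – tested once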
ROCK2 blocker: blocks human Rho kinase 2 activity; inhibition, % at 6 µM; O75116; purified ROCK2, Kinase-Glo ATP depletion luminescence; AID 604; 0.35% of 60,000 active;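 active = inhibition above the screen-wide mean inhibition plus 3 SD, cut at about 18% in these data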;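 also: plate controls were DMSO wells for no effect and Y-27632 control wells after no-enzyme background subtraction for full effect; many of its hits are not listed in these tables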
Fluor 339 460: intrinsic fluorescence of library compounds, ex339/em460 – biochemical, MLSMR library, data from DPM-DC assay, artefact control, profiling panel; compound autofluorescence, ex339/em460 nm, NADH buffer; stronger effect = higher value; 1 = no-compound wells, NADH background; fluorescence fold increase at 10 µM; 5.5% of 65,000 active; AID 709;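 active = at 10 µM, mean starting fluorescence two-fold or more over control wells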;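 also: signal is the first read of a kinetic run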
JNK3 inh: blocks human JNK3 kinase activity; purified JNK3 kinase activity, HTS; P53779; 0.61% of 60,000 active; inhibition, % at 8 µM; in the data active = inhibition above about 17%;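 also: 0% = DMSO and 100% = reference inhibitor; many of its hits are not listed in these tables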
A340 absorber: compound absorbs light at 340 nm; compound absorbance at 340 nm, fold over control; 65,000 tested, under 10 active; fold change at 10 µM; AID 708;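 active = at 10 µM dose, initial 340 nm absorbance at least 2 fold that of control wells; inactive = change under 2 fold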;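 also: initial absorbance extrapolated from kinetic A340 decline of NADH oxidation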
MMP-13 inhibitor: blocks human MMP13 activity; inhibition, % at 4 µM; 0.07% of 65,000 active; MMP-13 fTHP FRET cleavage, Mca fluorescence; P45452;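 active = inhibition above the mean of compound-free control plate wells plus 3 SD, cut at about 14% in these data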;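 also: 0% = DMSO wells and 100% = wells with reference MMP-13 inhibitor after basal subtraction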
NADH enzymes: inhibition of NAD/NADH coupling enzymes, library profiling | IC50, µM (series often up to 10 µM), inactives show top-dose inhibition | coupled PK/LDH NADH assays, four targets | 0.02% of 65,000 active;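 active = single-dose screening hits from any of four coupled enzyme assays that gave an IC50 when retested across doses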;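 also: the DPM-DC format reads NADH fluorescence rather than 340 nm absorbance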
Ecoli tolC: blocks growth of E. coli BW25113 tolC mutant. OD615. growth inhibition, % at 10 µM (by protocol). 2.2% of 65,000 active;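 active = growth inhibition at or above a cutoff equal to the mean over every tested compound plus 3 SD, cut at about 60% in these data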;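 also: growth measured after 20 h incubation at 37 °C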
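test system = E. coli BW25113 ΔtolC::kan bacteria | medium = LB with kanamycin 50 µg/mL | signal = OD at 615 nm | schedule = 37 °C, 20 h exposure | evaluation = % inhibition of E. coli growth | compound dosing = one dose of 10 µM final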
Numbers without * were called inactive; / = no result given; [ ] = remark or other dose. A portion of the library. The share of hits here may be higher or lower than overall.

Sequence of screens: PKA inh	HEK293 NFkB inh	ROCK2 blocker	Fluor 339 460	JNK3 inh	A340 absorber	MMP-13 inhibitor	NADH enzymes	Ecoli tolC
- Nn1c(CSc2nc3ccccc3o2)nnc1CSc1nc2ccccc2o1
→ 4	5	3	1	-1	0.96	2	3%	29
- Cc1nc2ccccc2c2oc(C(=O)NCc3ccccn3)cc12
→ 13	29	7	1.1	4	0.99	-13	3%	15
- Nc1nc2ccccc2n1CCOc1ccccc1Cl
→ -1	1	0	1.1	-2	1	1	2%	20
- Cc1cc(NCCN2CCOCC2)n2nc(C)c(-c3ccc(Cl)cc3)c2n1
→ -3	14	-1	2.4*	-6	1.1	-43[fluorescence artefact?]	8%	14
- CCOc1c(C)cc2[nH]c(CCC(=O)O)nc2c1C
→ 0	/	-8	1.1	-5	0.98	3	3%	12
- COc1ccc(N2CCN(C(c3cccs3)c3nnnn3C3CCCC3)CC2)cc1 (stereo unspecified)
→ -2	8	-5	1.1	-11	1	1	3%	25
- CN(C)CCC(c1ccc(Br)cc1)c1ccccn1 (stereo unspecified)
→ -9	/	-6	0.99	2	0.98	6	1%	6
- CCC(C)Nc1nc(OCC(F)(F)F)nc(OCC(F)(F)F)n1 (stereo unspecified)
→ 5	-13	6	1.1	5	0.94	2	8%	-20
- CCN1CCN(CCC(=O)Nc2ccccc2OC)CC1
→ 11	14	12	0.94	0	1	0	7%	-24
- CCOC(=O)N1CCN(c2c(NCc3ccccn3)c(=O)c2=O)CC1
→ 9	19	-2	1.1	0	1	2	4%	-13
- COc1ccccc1NC(=O)CCC(=O)O
→ 13	14	7	1	-4	1	0	4%	-17
- O=S(=O)(Cc1ccccc1)N1CCN(Cc2ccccc2)CC1
→ 0	6	1	1	8	1	-4	2%	-3
- Cc1cccc(-n2c(SCC(=O)Nc3nnc(C)s3)nnc2-c2ccoc2C)c1
→ 10	4	4	1.1	6	0.99	-1	6%	21
- COc1ccc(N(CC(=O)O)S(=O)(=O)c2cccnc2)cc1
→ 7	2	6	1.1	-4	1	-2	9%	-21
- Cc1cc(NCc2ccccc2Cl)n2nnnc2n1
→ 7	8	7	1.1	1	0.99	4	5%	-17

Rewritten as tab-separated lines: entries from further up
SMILES	PKA inh	HEK293 NFkB inh	ROCK2 blocker	Fluor 339 460	JNK3 inh	A340 absorber	MMP-13 inhibitor	NADH enzymes	Ecoli tolC
Cc1nc2ccccc2c2oc(C(=O)NCc3ccccn3)cc12	13	29	7	1.1	4	0.99	-13	3%	15
Nc1nc2ccccc2n1CCOc1ccccc1Cl	-1	1	0	1.1	-2	1	1	2%	20

Next entries follow.
Sequence of screens: PKA inh	HEK293 NFkB inh	ROCK2 blocker	Fluor 339 460	JNK3 inh	A340 absorber	MMP-13 inhibitor	NADH enzymes	Ecoli tolC
- COc1cccc(N2CCN(Cc3coc4c(Cl)cc(Cl)cc4c3=O)CC2)c1
→ -4	14	2	1.1	4	1	2	6%	2
- CCCc1nc(SCC(=O)Nc2ccccc2OC)c2c(=O)n(C)c(=O)n(C)c2n1
→ 10	7	2	1.1	7	1	3	2%	14
- CCOc1ccc(OCC)c(S(=O)(=O)NCc2cccnc2)c1
→ /	/	/	1.1	/	1	/	2%	-1
- CC12CN3CC(C)(CN(C1)C3c1cc3ccccc3[nH]1)C2=O (stereo unspecified)
→ 0	8	4	1.1	1	1	2	6%	-14
- COC(=O)CCC(=O)Nc1ccc(OC)cc1
→ 7	-8	5	0.99	-9	0.98	-3	3%	-6
- COCCn1c(C)cc(C(=O)COC(=O)c2cc3c(s2)CCC3)c1C
→ 4	15	1	1.3	-4	1	-4	5%	29
- COCCOC(=O)C1=C(C)NC2=C(C(=O)CC(C)(C)C2)C1c1ccc2c(c1)OCO2 (stereo unspecified)
→ -9	16	-3	1.2	-3	1.1	-3	0%	-1
- O=C(CN(C(=O)Cn1nnc(-c2cccs2)n1)c1cnc2ccccc2c1)NCC1CCCO1 (stereo unspecified)
→ 11	10	4	1.1	7	1	0	2%	14
- COc1ccc(NC(=O)C2=C(C)C(=O)OC23CCC(C)CC3)c(OC)c1 (stereo unspecified)
→ 4	0	6	1.1	4	1	-4	10%	-7
- C=CCSc1nnc(-c2cc(Br)ccc2N)c(=O)[nH]1
→ 6	14	5	1.1	-6	1.1	4	4%	12
- COC(=O)c1ccc(Oc2c(C)oc3c(CN4CCN(C)CC4)c(O)ccc3c2=O)cc1
→ 5	13	4	3.8*	1	1.1	-289[fluorescence artefact?]	9%[fluoresces]	-22
- Nc1nc2c3ccccc3nc(Cc3ccccc3)n2n1
→ 5	12	4	1.2	9	1	-9	3%	13
- O=C(OCC(=O)c1cccs1)c1ccccc1
→ 11	10	-3	1.1	7	1	0	4%	19
- O=C(Nc1ccc(F)cc1)NC1(C(=O)NCc2ccco2)CCCCC1
→ 11	12	3	1.1	6	1	-1	7%	-11
- CCOc1ccc(N2Cc3ncccc3C2=O)cc1
→ 4	-27	1	1.1	7	1.1	0	8%	-12
- Cc1ccc(CNC(=O)c2cn(C3CCCC3)c(=O)c3c2c2ccccc2n3C)o1
→ 1	5	/	2.1*	/	1.1	-29	11%[fluoresces]	30
- COCCn1c(SCC(=O)c2ccc3c(c2)OCCO3)nnc1-c1ccoc1C
→ -2	10	-1	1.1	-1	1.1	4	9%	-7
- O=C(Nc1ccc(N2CCOCC2)cc1)c1cc2ccccc2o1
→ 1	-20	7	1	3	1	3	1%	13
- COc1ccc(OC)c2[nH]c(=O)c(CCNS(=O)(=O)c3ccc(C)cc3)cc12
→ -2	-17	5	1.5	0	1	-7	10%	-13
- C=C(C)COc1ccc(-c2n[nH]c(C)c2Oc2ccccc2OC)c(O)c1
→ 5	0	0	1.1	9	1	0	7%	88*
- COC(=O)Cn1cc(C(=O)c2cccs2)c2ccccc21
→ 0	12	1	1.1	-2	1	-2	2%	-3
- CC(C)Cn1c2c(c(O)c(C(=O)Nc3ncccc3O)c1=O)CCCC2
→ 3	4	-1	1.1	8	1	-2	4%	20
- Cc1cccc(CN2CCN(CC(=O)NCCCN3CCCC3=O)C2=O)c1
→ 0	10	2	1.1	-1	0.98	4	6%	-8
- O=C1NCC(O)=C1C=NCCCO
→ 11	1	8	1.1	-4	0.99	5	1%	-7
- CC1CCC(NC(=O)c2cc3c(=O)n(C)c4ccccc4c3n2C)CC1 (stereo unspecified)
→ 0	9	2	1.3	0	1.1	-6	2%	56
- Cc1[nH]c(=O)[nH]c(=O)c1S(=O)(=O)N1CCOCC1
→ 10	11	6	1.1	-7	1	1	0%	-11
- CCc1nnc(NC(=O)Cn2ccc(C(F)(F)F)n2)s1
→ -1	-1	1	1	-4	1	-10	6%	-11
- O=S(=O)(c1ccccc1)N1CCC(N2CCCCCC2)CC1
→ 1	/	-12	1.1	1	1	4	13%	2
- O=c1nc2s/c(=C\c3ccco3)c(=O)n2nc1Cc1ccccc1
→ 12	10	5	1	1	1.1	0	3%	-2
- COc1ccc(C(OC(=O)c2ccco2)C(=O)NCC2CCCO2)cc1 (stereo unspecified)
→ 12	8	3	1.1	2	1	-4	3%	-10
- CCOC(=O)N1CCC(Nc2ncnc3c2cnn3-c2ccc(Cl)cc2)CC1
→ 6	-3	7	1.1	8	1	-6	1%	-14
- Cc1nn2c(=O)c(NC(=O)c3ccc(F)cc3)cnc2s1
→ 8	9	7	1.1	9	1.1	1	5%	-10
- CC(=O)N1CCC2(CC1)C(C#N)=C(N)Oc1n[nH]c(C(F)(F)F)c12
→ 5	/	8	1.1	-4	1	4	3%	-9
- O=C(CN1C2=NCCN2c2ccccc21)c1ccc2c(c1)OCO2
→ 1	7	5	1.2	4	1	2	7%	-12
- CC(=O)c1cc2c(cc1NC(=O)CCc1ccccc1)OCO2
→ -1	3	7	2.3*	0	1	-24	13%	29
- CC(=O)c1cccc(OCC(=O)c2cc(C)n(-c3cc(C)on3)c2C)c1
→ 8	9	3	1.1	6	1	-6	7%	24
- Cc1cc(C)nc(NC2=NCCN2C(=O)Nc2ccc(Cl)c(Cl)c2)n1
→ 1	6	-1	1	1	1	9	3%	-12
- N#Cc1ccc(CSc2nnc(-c3ccncc3)n2CCc2ccccc2)cc1
→ 6	7	0	1	-2	0.98	-1	3%	-1
- CCOC(=O)N1CCN(CC(=O)Nc2ccc(C)cc2)CC1
→ /	/	/	1.5	/	1.1	/	6%	-7
- COc1ccc(N2CCN(C(c3ccccc3)c3nnnn3Cc3ccc(F)cc3)CC2)cc1 (stereo unspecified)
→ 7	15	3	1	6	0.99	-1	4%	18
- N#CC1=C(N)NC(SCc2ccccc2)=C(C#N)C12CCCCC2
→ 9	6	3	1.1	3	1	0	2%	62*
- Cn1c(SCc2ccc(F)cc2)nnc1-c1ccccn1
→ 8	-15	4	1.1	-3	1	-1	5%	-6
- COc1cc(S(=O)(=O)NCCc2ccc3c(c2)OCO3)ccc1-n1cnnn1
→ 8	9	2	1	10	0.96	1	5%	-2
- COc1ccc(C(CNC(=O)c2ccc(OCC3CCCO3)cc2)N2CCOCC2)cc1 (stereo unspecified)
→ 6	22	6	1	0	0.98	-6	4%	-7
- COC(=O)C1=C(N)n2c(s/c(=C\c3cccnc3)c2=O)=C(C(=O)OC)C1c1cccnc1 (stereo unspecified)
→ -6	7	-2	1.1	-1	1.1	4	5%	-6
- O=C(NC1CCCC1)C(NS(=O)(=O)c1cccc2nsnc12)c1ccccc1 (stereo unspecified)
→ 5	10	1	1	1	0.99	-18	6%	-1
- Cc1ccc(OCc2nnc(SCC(=O)CC(=O)Nc3ccccc3)o2)cc1
→ 4	13	6	1.1	-4	0.98	-3	1%	2
- COc1ccc(NC(=O)c2c(-c3ccccc3Cl)noc2C)c(OC)c1
→ 2	11	4	1.1	16	0.99	4	7%	6
- CSc1nc2cc(Cl)ccc2s1
→ 15	10	6	0.95	2	0.98	-5	8%	-15
- O=C(C1CSC2(c3ccc(F)cc3)CCC(=O)N12)N1CCCCCC1 (stereo unspecified)
→ 8	13	4	1	-6	0.99	0	4%	-7
- O=c1c2cc3c(=O)n(CC4CCCO4)c(=O)c3cc2c(=O)n1CC1CCCO1 (stereo unspecified)
→ 1	5	-4	1.1	-10	1.1	5	6%	0
- CC(C)C(OC(=O)c1cccs1)C(=O)NCc1ccco1 (stereo unspecified)
→ 14	5	2	1	-1	1	-1	4%	-2
- COC(=O)c1c(NC(=O)CCc2ccc(C)o2)sc(C)c1C
→ -6	28	-4	1.1	-2	1	1	2%	61*
- CCOC(=O)C1=C(C)NC(C)=C(C(=O)OCC)C1C(=O)OCC(=O)N1CCc2ccccc2C1
→ 16	10	5	1.6	0	1.1	-4	12%	16
- O=C(NCc1ccc(Cl)c(Cl)c1)c1ccco1
→ 3	8	4	1.2	-4	1	0	7%	27
- CSc1nc2ccccc2n1CC(=O)Nc1c(C)n(C)n(-c2ccccc2)c1=O
→ 10	8	6	1	4	0.96	2	7%	-20
- COc1cc(C2C(C#N)=C(C)NC3=C2C(=O)CC(C)(C)C3)ccc1OCCO (stereo unspecified)
→ 9	0	6	1.3	3	1.1	0	5%	-8
- O=C(c1ccc(-c2ccccc2)cc1)N1CCN(Cc2ccccn2)CC1
→ 1	2	1	1.2	2	0.98	0	5%	6
- CCOC(=O)c1csc(NC(=O)c2ccc(S(=O)(=O)N3CCCC3)cc2)n1
→ -5	5	-1	2.5*	0	1.1	4	4%	16
- CC(C)NC(=O)NC(=O)CSc1ncc(C(F)(F)F)cc1Cl
→ 1	-4	13	1	1	1	-1	4%	12
- CCOC(=O)C(CCc1nnc(N)s1)C(=O)OCC
→ 11	11	6	1.1	1	1	-3	5%	-17
- O=C1c2ccccc2C(=O)N1C/C=C/CN1C(=O)c2ccccc2C1=O
→ -5	6	0	1	1	1.1	5	2%	-11
